JMJD2A Tudor – qHTS Assay for Inhibitors of JMJD2A-Tudor Domain; AlphaScreen JMJD2A-Tudor / H3K4me3 peptide binding; Potency, µM (doses to about 114 µM), for inactives: at the top dose activity change, negative = inhibition, actives largely listed as inhibitors; Lysine-specific demethylase 4A (Homo sapiens), O75164; AID 504339, 2011; 390,000 compounds, 4.4% hits; further: potency means the concentration at half of the fitted maximal effect; on the % scale 0 is the no-effect control and ±100 the full control effect; nearly all actives have a fitted effect of over 50% in size
12-LOX inh – Primary qHTS assay for inhibitors of human arachidonate 12S-lipoxygenase (ALOX12): Round 2 | Polyunsaturated fatty acid lipoxygenase ALOX12 (Homo sapiens), P18054 | purified 12hLO, xylenol orange hydroperoxide absorbance | Potency, µM (highest dose often 108 µM), for inactives: at the highest dose activity change, negative = inhibition, most hits filed as inhibitors | 580,000 compounds, 1.1% hits; further: potency means the concentration at half of the fitted maximal effect; on the % scale 0 is the no-effect control and ±100 the full control effect
Target sequence (P18054 whole entry, looked up): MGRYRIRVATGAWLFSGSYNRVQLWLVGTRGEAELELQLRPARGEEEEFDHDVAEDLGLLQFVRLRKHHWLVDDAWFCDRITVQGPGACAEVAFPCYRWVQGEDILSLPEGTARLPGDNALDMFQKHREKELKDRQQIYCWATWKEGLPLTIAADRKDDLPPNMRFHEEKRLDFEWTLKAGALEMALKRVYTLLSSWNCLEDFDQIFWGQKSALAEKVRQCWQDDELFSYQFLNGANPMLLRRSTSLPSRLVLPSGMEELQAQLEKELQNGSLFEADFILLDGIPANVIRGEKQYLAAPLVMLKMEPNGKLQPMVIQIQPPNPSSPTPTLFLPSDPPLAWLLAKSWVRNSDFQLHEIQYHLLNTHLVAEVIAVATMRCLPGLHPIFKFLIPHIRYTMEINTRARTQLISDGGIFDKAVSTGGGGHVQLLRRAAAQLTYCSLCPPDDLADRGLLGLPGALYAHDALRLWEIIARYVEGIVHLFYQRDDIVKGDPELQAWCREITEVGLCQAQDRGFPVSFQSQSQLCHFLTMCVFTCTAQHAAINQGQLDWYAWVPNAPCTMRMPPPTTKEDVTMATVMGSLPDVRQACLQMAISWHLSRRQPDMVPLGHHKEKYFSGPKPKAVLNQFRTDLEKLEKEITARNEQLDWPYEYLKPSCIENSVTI
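Hydroperoxide product was detected by ferrous iron/xylenol orange as the 573 to 405 nm absorbance ratio. Arachidonic acid at 40 uM (final) was turned over for 30 min at room temperature by 150 nM human 12hLO, pH 7.0 Hepes buffer, after 15 min compound preincubation.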
ERG Ets-DNA blk – qHTS for Small Molecule Inhibitors of the ERG Ets/DNA interaction; Potency, µM (top dose mostly 76.9 µM), for inactives: at the top dose FP activity, negative = inhibition, hits mostly inhibitors; AID 624246, 2012; fluorescence polarization, His-ERG Ets domain / labelled DNA; 370,000 compounds, 0.028% hits; active means well fitted inhibition curve with a large enough effect in the polarisation, with a control signal flat; inconclusive means small, poorly fitted or top-dose-only effect, or effect the other way, or a change in a side signal; inactive means no such curve, though single readings can be large or run the other way; the % refers to the polarisation;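 further: polarization taken with two DNA probes labelled with fluorescein and Texas red; potency means the concentration at half of the fitted maximal effect; % of control where 0% means no effect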
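His-tagged ERG Ets domain (1 uM in the protein solution; 300mM KCl, 50mM Tris-HCl, 1mM EDTA, 1mM DTT, pH 7.5) received compound, then a probe mix of 5 nM fluorescein-DNA and 100nM Texas-615-DNA. Fluorescence polarization was read for both dyes.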
HP1b chromo inh – HTS for Inhibitors of HP1-beta Chromodomain Interactions with Methylated Histone Tails; Chromobox protein homolog 1 (Homo sapiens), P83916; AlphaScreen HP1-beta / biotin-H3K9me3 peptide binding; Potency, µM (titrated, usually from 114 µM), for the others: top-dose activity change, negative = inhibition, actives largely listed as inhibitors; 390,000 compounds, 0.56% hits; further: potency means the concentration at half of the fitted maximal effect; nearly all actives have a fitted effect of over 70% in size; inactives centre near 23
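AlphaScreen: HP1-beta (50 nM) preformed 30 min with biotin-H3(1-18)K9me3 peptide (50 nM) in PBS pH 7.4, 0.01% Tween-20. Compound added for 30 min at RT, then streptavidin donor/nickel chelate acceptor beads (10 ug/mL) for 30 min.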
G9a block – qHTS Assay for Inhibitors of Histone Lysine Methyltransferase G9a; G9a H3K9 monomethylation, AlphaScreen, 2 h; AID 504332, 2011; Potency, µM (titrated, usually from 102 µM), inactives show top-dose activity, negative = inhibition, actives largely listed as inhibitors; 350,000 compounds, 8.8% hits; Histone-lysine N-methyltransferase EHMT2 (Homo sapiens), Q96KQ7; further: potency means the concentration at half of the fitted maximal effect; on the % scale 0 is the no-effect control and ±100 the full control effect; nearly all actives have a fitted effect of over 75% in size
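AlphaScreen read-out: biotin-H3K9 peptide (500 nM) methylation by 20 nM enzyme with 20 uM SAM, 2 h at room temperature after 15 min compound preincubation; anti-monomethyl H3K9 antibody plus donor/acceptor beads, 10 min dark.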
RGS4 inh – Inhibitors of Regulator of G Protein Signaling (RGS) 4: qHTS | Regulator of G-protein signaling 4 (Homo sapiens), P49798 | Transcreener GDP fluorescence polarization, RGS4-accelerated GTP hydrolysis | Potency, µM (highest dose often 114 µM), for the others: at the highest dose activity change, negative = inhibition, actives largely listed as inhibitors | 390,000 compounds, 0.039% hits | AID 504845, 2011; further: potency means the concentration at half of the fitted maximal effect; on the % scale 0 is the no-effect control and ±100 the full control effect; nearly all actives have a fitted effect of over 75% in size; some results filed as inactive show a strong effect at the top dose
Target sequence (P49798 whole entry, looked up): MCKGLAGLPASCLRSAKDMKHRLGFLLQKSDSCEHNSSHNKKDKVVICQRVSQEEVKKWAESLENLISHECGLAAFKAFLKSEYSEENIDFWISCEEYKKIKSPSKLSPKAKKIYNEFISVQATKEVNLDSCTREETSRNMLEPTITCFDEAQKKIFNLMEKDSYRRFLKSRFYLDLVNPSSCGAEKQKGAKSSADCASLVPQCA
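MLSMR compounds (23 nl, pin-transferred) preincubated 10 min at room temperature with a 500nM (2x) first reagent, then RGS4 at 900nM (2x) plus Transcreener GDP mix added; fluorescence polarization (620/688 nm) read before and after 90 min at 30 °C.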
GLS inhibitor – qHTS for Inhibitors of Glutaminase (GLS); GLS enzymatic activity, qHTS titration; Potency, µM (top dose mostly 45.5 µM), without a hit: at the top dose activity change, negative = inhibition, actives largely listed as inhibitors; 410,000 compounds, 0.21% hits; Glutaminase kidney isoform, mitochondrial (Homo sapiens), O94925; further: potency means the concentration at half of the fitted maximal effect; on the % scale 0 is the no-effect control and ±100 the full control effect
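hKGA in 45 mM KH2PO4 pH 8.2, 0.02% Tween-20 with pin-transferred compounds; 1 mM L-glutamine (stock) plus glutamate oxidase/HRP/Amplex Red coupling added. Fluorescence read initially and after 30 min at RT.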
BAZ2B inh – qHTS Assay for Inhibitors of BAZ2B; Bromodomain adjacent to zinc finger domain protein 2B (Homo sapiens), Q9UIF8; AlphaScreen BAZ2B-H3K14Ac peptide displacement; Potency, µM (doses to about 114 µM), for the others: at the highest dose activity change, negative = inhibition, most hits filed as inhibitors; 360,000 compounds, 4.4% hits; further: potency means the concentration at half of the fitted maximal effect; on the % scale 0 is the no-effect control and ±100 the full control effect; nearly all actives have a fitted effect of over 60% in size
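Complex of BAZ2B and biotin-H3K14Ac (50 nM apiece) forms over 30 min at RT, then faces library compounds up to 110 uM for another 30 min; AlphaScreen beads added, 20 min dark incubation, luminescence read.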
PI4K2A inh – qHTS for small molecular inhibitors of PI4K2A; 420,000 compounds, 0.13% hits; purified PI4K2A, ADP-Glo luminescence, 1 h; hits give low values; activity change, negative = inhibition, % at 76.9 µM; in the data active means activity change below about -50%; inconclusive means mostly about -30% to -49%;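 further: -100% = wells without enzyme as full effect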
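In this quantitative HTS, ADP production by PI4K2A was quantified luminescently after 1 h at ambient temperature; 100 microM adenosine served as plate-quality control.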
An asterisk follows results filed as active; ? = inconclusive; / = not tested or not shown; & = joins results of further samples; [ ] = another dose, or the depositor's remark. Unless noted, the call rests on the fitted dose curve; in most records, active means well fitted curve in the direction sought with a large enough effect; inconclusive means small, poorly fitted or top-dose-only effect, or another doubt; inactive means no such curve, though single readings can be large; an effect the other way counts as inactive or inconclusive. Not all compounds are listed (hit frequency here may not be typical).

SMILES | JMJD2A Tudor | 12-LOX inh | ERG Ets-DNA blk | HP1b chromo inh | G9a block | RGS4 inh | GLS inhibitor | BAZ2B inh | PI4K2A inh
CC[C@H](C)[C@H]1CNC(=O)C(=O)N1CC1CCN(CC2CCC(C)CC2)CC1 (stereo partly specified) | -26% | -7% | 1% | 12% | / | 14% | 1% | / | -8
CC1(C)OC(=O)C(=CNc2cccc(O)c2)C(=O)O1 | -25% | -2% | 1% | 16% | 11%[12.7 µM] | -8% | 0% | -4% | -3
Cc1ccc(S(N)(=O)=O)cc1 | -8% | -1% | 11% | 39% | 8%[0.501 µM] | -3% | -1% | 2% | -1
CO[C@H]1O[C@H](C)[C@@H](O)C[C@H]1NC(=O)OCc1ccccc1 | -17% | 24% | -1% | 38% | 39% | -7% | 3% | -4% | 3
O=C(NCCc1nnc2ccc(N3CCCC3)nn12)c1ccccc1 | -12% | 333%[activator] | 5% | 35% | / | -16% | -13% | / | 1
Cc1ccc(NC(=O)c2nc[nH]c2C(=O)N2CCN(c3ccccc3)CC2)cc1 | -6% | -9% | -3% | 56%[activator] | 1%[59 µM] | 8% | 3% | ? | 2
COc1ccc(S(=O)(=O)Nc2nncs2)cc1 | -4% | 0% | -5% | 51%[activator] | ? | 23% | 12% | -1% | -3
CC1Cc2ccccc2N1C(=O)CN(C)CC(=O)Nc1cccc(F)c1 (stereo unspecified) | -15% | -2% | -16% | 36% | 23%[12.7 µM] | 2% | 12% | -2% | -6
Cc1ccc(N(C(=O)c2csnn2)C(C(=O)NC2CCCC2)c2cccnc2)cc1 (stereo unspecified) | -12% | 5% | 5% | 16% | 14% | -1% | 0% | 0% | -8
CCc1ccc(-n2c(=O)c3ccc(C(=O)NCCc4ccccc4)cc3n(Cc3ccccc3C#N)c2=O)cc1 | -2% | -14% | 3% | 50%[activator] | 36%[59 µM] | -44% | 5% | / | -3
CCCC(=O)OC1=C(C(C)=O)N(Cc2ccccc2)S(=O)(=O)c2ccccc21 | ? | 0% | 0% | 15% | ? | 19% | 3% | ? | 4
CC1Cc2ccccc2N1C(=O)CSc1nc2ccccc2s1 (stereo unspecified) | 39%[activator] | -19% | 11% | 65%[activator] | 60%[activator] | 3% | 1% | 7% | -3
C[C@H](NC(=O)COc1ccccc1)C(=O)OCC(=O)c1cc2ccccc2o1 | -18% | -10% | 2% | 47%[activator] | / | -18% | -10% | / | 10
O=C(NCC1CCCCC1)c1cc(Br)ccc1Cl | -8% | ? | 2% | 10% | 24% | 27% | 5% | 6% | 4
Cc1cc(S(=O)(=O)N2CCOCC2)ccc1OCC(=O)Nc1ccc(F)cc1 | -15% | 1% | 3% | 19% | 2% | 7% | -7% | 3% | -6
CCc1ccc(CNC(=O)c2ccc3c(c2)nc2n3CCOC2)cc1 | -12% | 0% | 10% | 21%[57 µM] | 0%[59 µM] | -6% | 6% | 5% | -1
COc1cc(C2Sc3ccccc3NC3=C2C(=O)OC3)cc(OC)c1OC (stereo unspecified) | -15% | 59%[activator] | 8% | 7% | 0%[59 µM] | -17% | -18% | 6% | 2
CC(NC(=O)c1ccc(NC(=O)CC2SC(N3CCCC3)=NC2=O)cc1)c1ccc(F)cc1 (stereo unspecified) | -1% | 99%[activator] | 7% | 55%[activator] | -3%[12.7 µM] | -40% | -2% | -4% | -5
COc1ccccc1C(C)NC(=O)c1ccc(C)o1 (stereo unspecified) | -14% | 162%[activator] | -4% | 8% | 12% | -12% | 1% | -32% | -3
Cc1ccc(C)c(OCCn2cc(/C=C(\C#N)C(=O)NCC3CCCO3)c3ccccc32)c1 (stereo unspecified) | ? | -9% | 2% | 2% | -9%[59 µM] | 0%[11.4 µM] | 12% | -5% | 7
CN(C)c1ccc(C(=O)Nc2cccc(-c3nc4cccnc4s3)c2)cc1 | -8% | -24% | -5% | 42%[activator] | -41%[59 µM] | 12% | -1% | -5% | -8
Cn1c(SCc2ccc(F)cc2)nnc1-c1cccs1 | 3% | 15% | -13% | 29% | -6% | 2% | 6% | 0% | 0
COc1cc(C2N(C)CCC3(OCCO3)C2(C)C)cc(OC)c1OC (stereo unspecified) | -12% | 16% | -4% | 14% | 15%[59 µM] | 17% | 9% | 1% | 0
CCOc1ccc(-c2c(C)nn3c(C)c(C(=O)NCCc4ccc(Cl)cc4)cnc23)cc1OCC | -22% | -22% | 1% | -1% | 3%[59 µM] | 23% | 16% | ? | -2
COc1cc(Br)c(C(C)NC(=O)c2cccc(Br)c2)cc1OC (stereo unspecified) | -11% | ? | 1% | 21% | 29% | 9% | 1% | -4% | -1
CC(C)=C(NC(=O)c1ccccc1)C(=O)Nc1ccc(C(=O)O)cc1 | -3% | -10% | 16% | 61%[activator] | -50% | -10%[56.9 µM] | 1% | -5% | 2
Cn1c(=O)oc2cc(S(=O)(=O)N3CCC(N4CCCCC4)CC3)ccc21 | 1% | / | -14% | 33% | -39% | 14% | -3% | 6% | 3
O=C(Cn1ccc2ccccc2c1=O)NCCC(=O)Nc1cccnc1 | 5% | -8% | -8% | 31% | -3%[2.33 µM] | -3% | 16% | 12% | 4
O=C(CSC1=NCCS1)Nc1ccc(S(=O)(=O)N2CCCCCC2)cc1 | -23% | 18% | -2% | 32% | ? | -34% | 3% | 14% | -2
Cc1ccn2c(CNCCn3cccn3)c(C(=O)N3CCCCCC3)nc2c1 | -10% | -3% | 0% | 30% | -19% | -7% | 0% | ? | 4
CN1CCN(C(=O)c2ccc(N(C)S(=O)(=O)c3cccs3)cc2)CC1 | -9% | -2% | -12% | 14% | ? | 4% | -1% | 7% | -2
O=C(NCC(=O)N(c1ccc(F)cc1)C(C(=O)NCC1CCCO1)c1ccccc1)c1ccco1 (stereo unspecified) | -19% | 0% | 1% | 13% | 4%[59 µM] | -22% | 6% | 2% | 0
COc1ccc(C(=O)COC(=O)CCCN=C2NS(=O)(=O)c3ccccc32)c(OC)c1 | -10% | -2% | -7% | 15% | ? | 18% | 4% | 18% | 4
Cc1ccc(SCC(=O)NNC(=O)CNC(=O)c2ccccc2F)cc1 | -15% | -4% | 3% | 13%[57 µM] | / | 2% | 9% | / | -2
CCc1nnc(NC(=O)c2ccc(NS(=O)(=O)c3ccccc3)cc2)s1 | -9%&-15% | 0% | -8% | 43%&11%[activator] | -13%[59 µM] | 1%&14% | 2% | -2% | 3
CCc1n[nH]c(=S)n1/N=C/c1ccc2c(c1)OCO2 | 4.5µM* | ? | 0% | 9% | / | 0% | -12% | -4% | 2
CCOc1ccccc1N(CC(=O)N(C)Cc1ccccc1)S(=O)(=O)c1ccccc1 | -20% | 4% | -8% | 2% | -4% | 13% | 8% | -35% | 1

Among those listed so far, 6 have an aryl methoxy group.
SMILES | JMJD2A Tudor | 12-LOX inh | ERG Ets-DNA blk | HP1b chromo inh | G9a block | RGS4 inh | GLS inhibitor | BAZ2B inh | PI4K2A inh
COc1ccc(S(=O)(=O)Nc2nncs2)cc1 | -4% | 0% | -5% | 51%[activator] | ? | 23% | 12% | -1% | -3
COc1cc(C2Sc3ccccc3NC3=C2C(=O)OC3)cc(OC)c1OC (stereo unspecified) | -15% | 59%[activator] | 8% | 7% | 0%[59 µM] | -17% | -18% | 6% | 2
COc1ccccc1C(C)NC(=O)c1ccc(C)o1 (stereo unspecified) | -14% | 162%[activator] | -4% | 8% | 12% | -12% | 1% | -32% | -3
COc1cc(C2N(C)CCC3(OCCO3)C2(C)C)cc(OC)c1OC (stereo unspecified) | -12% | 16% | -4% | 14% | 15%[59 µM] | 17% | 9% | 1% | 0
COc1cc(Br)c(C(C)NC(=O)c2cccc(Br)c2)cc1OC (stereo unspecified) | -11% | ? | 1% | 21% | 29% | 9% | 1% | -4% | -1
COc1ccc(C(=O)COC(=O)CCCN=C2NS(=O)(=O)c3ccccc32)c(OC)c1 | -10% | -2% | -7% | 15% | ? | 18% | 4% | 18% | 4
